High-throughput results from PubChem BioAssay.
MBD2 inh: MBD2-methylated oligo binding inhibition; Q9UBB5; TR-FRET, MBD2 binding to methylated oligonucleotide; inhibition, % at 4.4 µM; 370,000 compounds, 0.31% hits; AID 686964; in the data active means inhibition above about 13%
Target sequence (Q9UBB5 whole entry, looked up): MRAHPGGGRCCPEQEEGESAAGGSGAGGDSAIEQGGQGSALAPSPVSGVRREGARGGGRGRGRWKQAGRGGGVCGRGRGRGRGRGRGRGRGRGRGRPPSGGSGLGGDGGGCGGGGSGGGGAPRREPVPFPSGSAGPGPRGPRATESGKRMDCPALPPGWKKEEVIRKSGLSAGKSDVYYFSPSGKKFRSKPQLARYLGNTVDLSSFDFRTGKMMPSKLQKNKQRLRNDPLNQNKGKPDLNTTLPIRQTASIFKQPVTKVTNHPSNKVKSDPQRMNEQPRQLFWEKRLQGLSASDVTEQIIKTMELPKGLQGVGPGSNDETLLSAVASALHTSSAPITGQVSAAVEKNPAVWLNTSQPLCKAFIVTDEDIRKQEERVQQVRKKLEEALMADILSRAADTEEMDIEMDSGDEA
PLCg1 inh: blocks human PLC-gamma1 enzyme activity. P19174. purified PLC-gamma1, fluorogenic substrate, fluorescence. inhibition, % at 12.2 µM. 370,000 compounds, 0.84% hits; in the data active means inhibition above about 9.5%
ARFGAP1 inh: inhibitors of rat ARFGAP1. 360,000 compounds, 0.26% hits. Q62848. inhibition, % at 16.5 µM. Arfgap1-stimulated ARF1 GTP hydrolysis, GDP FP detection;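 active means inhibition above a per-plate limit, mean inhibition of low control wells plus 3 SD, cut at about 25% in these data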;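 further: 0% = DMSO wells with enzyme and 100% = wells lacking Arfgap1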
Target sequence (Q62848 1-136 limits assumed): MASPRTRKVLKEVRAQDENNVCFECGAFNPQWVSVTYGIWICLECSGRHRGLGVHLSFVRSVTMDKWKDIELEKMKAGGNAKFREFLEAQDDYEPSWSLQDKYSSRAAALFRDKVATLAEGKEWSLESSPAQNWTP
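Repeats: one replicate per compound; assay system: rat Arfgap1 catalytic domain, aa 1-136; times: enzyme reaction 120 min at 25 °C after 20 min preincubation; detection: FP of antibody-bound GDP Alexa 633 tracer, ex 620/em 688 nm; benchmarks: high control wells lacking Arfgap1, low control full reaction with DMSO; reagent: human ARF1(Δ1-17)-GTP substrate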
PLC-beta3 inh: PLC-beta3 (human) inhibition, primary screen; Purified PLC-beta3, fluorogenic substrate, fluorescence; inhibition, % at 12.2 µM; 370,000 compounds, 0.18% hits; in the data active means inhibition above about 11%;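 further: 0% = median of compound wells on plate and 100% = full blocker control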
DDE Tn6 FP inh: DD(E)-Tn6 binding inhibition, primary FP screen. Fibrin DD(E) TRITC-Tn6 fluorescence polarization displacement. inhibition, % at 8.3 µM. 370,000 compounds, 0.21% hits. P02675;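 active means inhibition above a per-campaign cutoff: mean of compounds within control limits plus 3 SD, cut at about 15% in these data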;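 further: 0% = median of all compound wells on the plate and 100% = blocking peptide control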
ADAM17 inh: inhibits human ADAM17; AID 720648; 370,000 compounds, 0.83% hits; recombinant ADAM17, EDANS/DABCYL FRET peptide cleavage; P78536; inhibition, % at 6.95 µM;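 active means inhibition above the mean of compounds lying between control limits plus 3 SD, set per campaign, cut at about 8.5% in these data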;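 further: 0% = DMSO-only wells as the low control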
Tn7 DDE FP: inhibitors of Tn7 peptide binding to human fibrin DD(E); P02675; FP displacement of FITC-Tn7 peptide from fibrin DD(E); 0% = median of compound wells per plate; inhibition, % at 8.3 µM; 370,000 compounds, 0.13% hits; AID 720508;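 active means inhibition above the mean of compounds falling within the control limits plus 3 SD of them, cut at about 14% in these data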;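 further: 0% = plate median of compound wells and 100% = 10 µM Aha-Tn7 peptide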
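Measure: % inhibition scaled between sample-field median and high-control FP; Test system: human fibrin DD(E); Quantity: 2 µM final DD(E) protein; Doses: one dose, 8.3 µM nominal; Schedule: compound with protein 10 min, then 3 h after probe, room temperature; Detection: fluorescence polarization; Medium: Tris buffer with calcium and detergent, pH 7.8.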
UHRF1 binding: blocks human UHRF1 binding to methylated DNA; Q96T88; UHRF1 binding to methylated oligo, TR-FRET; inhibition, % at 4.4 µM; 370,000 compounds, 0.75% hits; in the data active means inhibition above about 21%;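 further: UHRF1 SRA domain binding a hemimethylated CpG hairpin DNA probe; 0% = median of test compound wells and 100% = reference inhibitor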
KLK7 zymogen act: activators of human kallikrein-7 zymogen; P49862; purified proKLK7, EDANS-DABCYL substrate fluorescence; 100% is mature enzyme control, 0% vehicle; activation, % at 7 µM; 370,000 compounds, 0.9% hits;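 active means activation above the mean of all tested compounds plus 3 SD, computed per campaign excluding outliers beyond control limits, cut at about 13% in these data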
Target sequence (P49862 whole entry, looked up): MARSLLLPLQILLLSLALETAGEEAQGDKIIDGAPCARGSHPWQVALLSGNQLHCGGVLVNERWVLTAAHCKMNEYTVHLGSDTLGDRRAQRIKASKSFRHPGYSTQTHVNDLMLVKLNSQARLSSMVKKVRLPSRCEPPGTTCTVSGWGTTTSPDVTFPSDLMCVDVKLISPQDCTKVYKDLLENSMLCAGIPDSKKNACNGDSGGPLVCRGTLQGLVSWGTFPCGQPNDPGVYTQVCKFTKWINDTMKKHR
ASAP1 GAP inh: blocks human ASAP1-stimulated Arf1 GTP hydrolysis | inhibition, % at 16.5 µM | AID 624377 | 360,000 compounds, 0.19% hits | Q9ULH1 | GDP FP detection; in the data active means inhibition above about 25%;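 further: 0% = vehicle with enzyme and substrate and 100% = no enzyme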
An asterisk follows results filed as active; . = no result given.

SMILES | MBD2 inh | PLCg1 inh | ARFGAP1 inh | PLC-beta3 inh | DDE Tn6 FP inh | ADAM17 inh | Tn7 DDE FP | UHRF1 binding | KLK7 zymogen act | ASAP1 GAP inh
Cc1cc(C)c2c(CN3CCN(c4ccccc4F)CC3)cc(=O)oc2c1 | -1 | 0 | -6 | -4 | -5 | 0 | -7 | -2 | -0.2 | -15
O=[N+]([O-])c1ccc(CN2CCCCCC2)cc1 | -8 | 5 | 18 | -5 | 6 | -2 | -5 | 0 | 0.6 | -1
Cc1c(Cl)c([N+](=O)[O-])nn1CCCC(=O)Nc1cccc(O)c1 | 5 | -3 | 12 | -4 | 9 | -2 | -1 | 0 | 0.0 | -3
COc1ccc(CN(C)CCCn2cnc3c(OC)ncnc32)cc1OC | 7 | -2 | 0 | 0 | 5 | -5 | 1 | 11 | 0.4 | -23
CCOc1ccc(C2=NNC(c3cccnc3)=Nc3ccc(OC)cc32)cc1 | 3 | -8 | 18 | -11 | 3 | -2 | -2 | 8 | -0.2 | 0
CC(Sc1ccc(Cl)cc1)C(=O)NCC1CCCO1 (stereo not given) | 1 | -1 | 4 | 0 | 0 | -4 | 2 | 3 | -0.2 | 4
O=C1C2C3CCCC3=C3CCCC3C2C(=O)N1c1ccc(Cl)cc1 (stereo not given) | 4 | -1 | -1 | 0 | 6 | -2 | 4 | -2 | 0.3 | 5
Cc1ccc2nc(-c3ccco3)c(CC(C)(C)C)n2c1 | 0 | -37 | -16 | -65 | -4 | -12 | 5 | 23* | 0.6 | 2
Nc1nn(S(=O)(=O)c2ccccc2)cc1-c1cccc([N+](=O)[O-])c1 | 7 | 0 | 8 | 1 | -6 | 3 | -1 | 6 | -0.1 | 5
CN(C)c1ccc(NC(=S)N2CCN(c3ncc(C(F)(F)F)cc3Cl)CC2)cc1 | -4 | 1 | 7 | 1 | -1 | -3 | 3 | -4 | 0.7 | 5
Cc1cccc(NCC(=O)NNC(=S)Nc2ccccc2)c1 | -6 | 2 | -6 | 0 | 7 | 12* | 8 | -3 | 0.6 | -3
CC(Oc1cc(Cl)ccc1Cl)C(=O)N/N=C\c1ccnn1C (stereo not given) | 5 | 0 | 5 | 0 | -4 | 0 | 0 | 1 | 0.1 | -3

Three entries from above, with values under each structure.
The line under a structure holds: MBD2 inh | PLCg1 inh | ARFGAP1 inh | PLC-beta3 inh | DDE Tn6 FP inh | ADAM17 inh | Tn7 DDE FP | UHRF1 binding | KLK7 zymogen act | ASAP1 GAP inh
- CCOc1ccc(C2=NNC(c3cccnc3)=Nc3ccc(OC)cc32)cc1
    3 | -8 | 18 | -11 | 3 | -2 | -2 | 8 | -0.2 | 0
- COc1ccc(CN(C)CCCn2cnc3c(OC)ncnc32)cc1OC
    7 | -2 | 0 | 0 | 5 | -5 | 1 | 11 | 0.4 | -23
- Cc1cc(C)c2c(CN3CCN(c4ccccc4F)CC3)cc(=O)oc2c1
    -1 | 0 | -6 | -4 | -5 | 0 | -7 | -2 | -0.2 | -15

(next part)
SMILES | MBD2 inh | PLCg1 inh | ARFGAP1 inh | PLC-beta3 inh | DDE Tn6 FP inh | ADAM17 inh | Tn7 DDE FP | UHRF1 binding | KLK7 zymogen act | ASAP1 GAP inh
Cc1cc(NS(=O)(=O)c2ccc(NC(=O)c3ccc(Br)o3)cc2)nc(C)n1 | -2 | -7 | 4 | -5 | 3 | -5 | -6 | -4 | -0.9 | 12
COc1ccc(N2CCN(C(=O)c3ccc(Cl)c(S(=O)(=O)N4CCCC4)c3)CC2)cc1 | -1 | -1 | 7 | -11 | -4 | -3 | 2 | -2 | 0.6 | 9
Cc1ccc(/C=C(\C#N)C(=O)Nc2ccccn2)o1 | 1 | -8 | 6 | -17 | 3 | -4 | 7 | -4 | -0.5 | -3
Cn1c(=O)c2c(ncn2CC(=O)OCC(=O)c2ccc(OC(F)F)cc2OC(F)F)n(C)c1=O | -7 | 1 | -7 | 1 | 7 | -3 | 2 | 0 | -0.5 | -1
CCC(=O)Nc1nc2ccc(NC(C)=O)cc2s1 | 0 | 1 | 3 | 0 | 1 | -2 | -1 | 0 | 0.2 | 1
CCOC(=O)c1c(NC(=O)c2cccs2)sc(C(=O)N2CCOCC2)c1C | 3 | -13 | -5 | -14 | 9 | -6 | 2 | -3 | 0.1 | -7
Cc1ccc(Nc2cc(C(=O)NCCCN3CCOCC3)c3ccccc3n2)c(C)c1 | -1 | 1 | 9 | 1 | 0 | 1 | -4 | 2 | -0.2 | 8
COC(=O)C(CSCc1ccccc1)NC(=O)CSc1nc(C)cc(=O)[nH]1 (stereo not given) | 2 | 1 | -3 | 5 | -5 | 1 | -5 | 9 | 0.3 | -5
COc1ccccc1/C=C/C(=O)OCC(=O)N1CCc2ccccc21 | 3 | -34 | 11 | -46 | -4 | -41 | 2 | 0 | -1.6 | 6
CCC(C)(C)C1CCc2c(sc(N)c2C(N)=O)C1 (stereo not given) | 3 | -24 | -14 | -26 | 17* | -7 | 7 | 2 | -0.1 | -8
CCN1C(=O)C(CC(=O)Nc2ccc(OC)cc2)N(CCc2ccccc2F)C1=S (stereo not given) | 0 | -3 | 1 | -6 | -4 | 5 | -5 | 4 | 0.0 | -1
O=C(COc1ccc(/C=N/NC(=O)C(=O)N2CCCCCC2)cc1)Nc1ccccc1Cl | -5 | 0 | -2 | 1 | 0 | -1 | 3 | 1 | 0.6 | 2
CCOc1cccc(=O)c2c(C)n(CC(=O)c3ccccc3)c(C)c12 | -2 | -22 | -7 | -39 | 8 | -2 | -4 | -4 | 0.2 | 7
CCc1nnc(NC(=O)c2ccc(S(=O)(=O)N(C)Cc3ccccc3)cc2)o1 | -1 | 4 | -10 | -9 | 1 | 3 | 7 | -2 | -0.1 | -12
CCNC(=O)COC(=O)c1cc(=O)[nH]c2ccccc12 | 2 | -136 | 2 | -194 | 5 | -39 | 4 | 1 | -83 | 2
CCC(C)(C)NC(=O)C(c1ccc(F)cc1)N(Cc1ccc(OC)cc1)C(=O)c1cnccn1 (stereo not given) | -5 | -2 | -4 | 4 | 2 | -2 | 2 | -5 | 0.3 | -6
Cc1ccccc1OCc1nnc(SCC(=O)Nc2ccc3c(c2)OCO3)n1C | 2 | 0 | 6 | 2 | 3 | 2 | -3 | 2 | 0.1 | -9
C=CC[C@@H](CC(=O)N[C@@H](CO)Cc1ccccc1)C(=O)NCCOC(=O)[C@@H](CC=C)Cc1ccc(F)cc1 | -8 | 2 | -7 | -1 | 9 | 0 | -8 | -1 | 0.2 | -17
O=S(=O)(Nc1nc2ccc(S(=O)(=O)N3CCCCC3)cc2s1)c1ccccc1 | -5 | -3 | 1 | 0 | -11 | -1 | 2 | -2 | 0.7 | -10
O=C(C[n+]1ccc(C(=O)NCCCO)cc1)c1cccc(Br)c1 | 1 | -15 | -14 | -21 | 6 | -5 | 3 | -3 | -1.9 | 4
CC(C)[C@@H](CSc1ccccc1)N1CCN(Cc2ccccc2)CCC1=O | 4 | 3 | -12 | 3 | 4 | 1 | -2 | 2 | 0.5 | -10
CN(/N=C/Cc1nnnn1-c1ccc(Cl)cc1)c1ccccc1 | 4 | -3 | -1 | -9 | 0 | -2 | 3 | 6 | 0.6 | -2
O=C(CSc1nncn1-c1cccnc1)Nc1cccc([N+](=O)[O-])c1 | 0 | -1 | 23 | -4 | -2 | -1 | 6 | 1 | 0.0 | 4
CNC(=O)CN1C(=O)NC(Cc2c[nH]c3ccccc23)C1=O (stereo not given) | 3 | 3 | -7 | -2 | -3 | 3 | -2 | -1 | 0.0 | -5
Cc1sc2ncnc(NCC3(N4CCOCC4)CCCCC3)c2c1C | -5 | 3 | -1 | 3 | 1 | 0 | 0 | 2 | 0.4 | 4
CS(=O)(=O)Nc1cccc(C2=NN(C(=O)c3cccc(F)c3)C(c3cccs3)C2)c1 (stereo not given) | -5 | -1 | -3 | -6 | 5 | 1 | 2 | -3 | 0.6 | 0
C/C(=N\NC(=O)c1nn(C)c(C)c1Br)c1ccc(NC(=O)c2ccccc2F)cc1 | 9 | 1 | 3 | -3 | -9 | -2 | 5 | 3 | 0.3 | 12
CCN(c1ccccc1C)S(=O)(=O)c1cc2c3c(c1)CCC(=O)N3CCC2 | -4 | 2 | -4 | -4 | -1 | -3 | -3 | -2 | 0.2 | -12
COC(=O)c1ccc(OC)c(CSc2nnc(-c3ccc(C(C)(C)C)cc3)o2)c1 | 12 | 3 | 7 | 0 | 2 | -5 | 6 | 20 | 0.3 | 9
c1ccc(CNc2nc(-c3cccs3)nc3ccccc23)cc1 | 2 | -48 | 0 | -60 | -6 | -1 | -12 | -3 | 0.4 | 12
COc1ccc(CNC(=S)OC2CCC23CCC(c2ccccc2)CC3)cc1 (stereo not given) | -8 | 7 | . | 3 | 0 | 2 | 8 | 0 | 0.2 | .
Cc1ccc(S(=O)(=O)N(C)CCCC(=O)Nc2cc(C)ccc2C)cc1 | 4 | 2 | -7 | 5 | 8 | -1 | 3 | 0 | -0.4 | 14
NC(=S)NN=CCn1cc([N+](=O)[O-])c(=O)[nH]c1=O | -3 | -3 | 2 | -5 | 1 | -3 | 2 | -3 | 0.3 | 1
CN1C2=N[C@@H](c3ccccc3)CC(=O)N2/C(=C\c2ccccc2)[C@H]1c1ccccc1 | 22* | 5 | . | 1 | -13 | 6 | -2 | 31* | . | .
CC(=O)c1ccc(NC(=O)CSc2nnc(-c3ccco3)o2)cc1 | -2 | 1 | 2 | -1 | 0 | -1 | -8 | -1 | -0.4 | -1
COc1ccccc1OCc1cc(-c2ccccc2)no1 | 4 | 0 | -6 | 2 | -3 | 0 | -1 | 1 | -0.6 | -8
C=CCNC(=O)c1ccc2nccnc2c1 | -2 | 3 | 0 | 3 | 6 | -1 | -1 | -4 | 0.4 | 11
COc1cccc(CC(=O)Nc2ccc(-c3csc(C)n3)cc2)c1 | 2 | -2 | -16 | -6 | 4 | 1 | -3 | 3 | 0.0 | -1
OC[C@H]1CC[C@@H]2O[C@H](CCc3ccc(-c4ccc(F)cc4)cc3)[C@H](n3cc(C4CC4)nn3)C[C@@H]2O1 | 6 | 1 | . | -1 | 2 | 3 | 2 | 4 | 0.5 | .
Cc1ccc(NC(=O)CN2CCc3ccccc3C2)cc1S(=O)(=O)N(C)C | 2 | 2 | -3 | 3 | 3 | 3 | -2 | 0 | 0.4 | 1
CCc1noc(C)c1C(=O)NNC(=O)COc1ccc(C)cc1 | -5 | 0 | 8 | -3 | -5 | 0 | 4 | -3 | 0.7 | -7
COc1ccc(CCC(=O)N2CCN(S(=O)(=O)c3ccc(OC)c([N+](=O)[O-])c3)CC2)cc1 | -2 | 8 | -5 | 6 | 1 | 1 | 5 | 0 | 0.4 | -6
OC[C@@H]1CN(Cc2ccc(-c3ccccc3)cc2)C[C@H](n2cnc3c(N4CCOCC4)ncnc32)O1 | 8 | -2 | -5 | 1 | 0 | 3 | -3 | -2 | 0.2 | 8
CCOC(=O)N1CCN(S(=O)(=O)c2cc3c(cc2C)NC(=O)CO3)CC1 | -3 | 2 | -1 | 4 | 4 | -6 | 2 | -1 | 0.3 | -2

Random draw from the library, and some 4.1% of all compounds hit somewhere here.
